TRPC6 activator: activates the mouse TRPC6 cation channel | Q61143 | HEK293-TRPC6 membrane potential dye fluorescence; hits give high values | 0.13% of 310,000 active | B-score at 10 µM;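 active means B-score of the integrated fluorescence ratio above library mean plus 3 SD, and starting fluorescence ratio within library mean plus 5 SD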;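 further: higher score means more depolarization so channel activation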
TRPC4 block: blocks the mouse TRPC4 cation channel | Q9QUQ5 | HEK293 TRPC4beta/mu-opioid, DAMGO-evoked Fluo4 calcium flux; hits give low values | B-score at 10 µM | 0.39% of 300,000 active | AID 2247;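 active means B-score over 3 SD under the library average, no early fluorescence shift, positive overall ratio signal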
Target sequence (Q9QUQ5 whole entry, looked up): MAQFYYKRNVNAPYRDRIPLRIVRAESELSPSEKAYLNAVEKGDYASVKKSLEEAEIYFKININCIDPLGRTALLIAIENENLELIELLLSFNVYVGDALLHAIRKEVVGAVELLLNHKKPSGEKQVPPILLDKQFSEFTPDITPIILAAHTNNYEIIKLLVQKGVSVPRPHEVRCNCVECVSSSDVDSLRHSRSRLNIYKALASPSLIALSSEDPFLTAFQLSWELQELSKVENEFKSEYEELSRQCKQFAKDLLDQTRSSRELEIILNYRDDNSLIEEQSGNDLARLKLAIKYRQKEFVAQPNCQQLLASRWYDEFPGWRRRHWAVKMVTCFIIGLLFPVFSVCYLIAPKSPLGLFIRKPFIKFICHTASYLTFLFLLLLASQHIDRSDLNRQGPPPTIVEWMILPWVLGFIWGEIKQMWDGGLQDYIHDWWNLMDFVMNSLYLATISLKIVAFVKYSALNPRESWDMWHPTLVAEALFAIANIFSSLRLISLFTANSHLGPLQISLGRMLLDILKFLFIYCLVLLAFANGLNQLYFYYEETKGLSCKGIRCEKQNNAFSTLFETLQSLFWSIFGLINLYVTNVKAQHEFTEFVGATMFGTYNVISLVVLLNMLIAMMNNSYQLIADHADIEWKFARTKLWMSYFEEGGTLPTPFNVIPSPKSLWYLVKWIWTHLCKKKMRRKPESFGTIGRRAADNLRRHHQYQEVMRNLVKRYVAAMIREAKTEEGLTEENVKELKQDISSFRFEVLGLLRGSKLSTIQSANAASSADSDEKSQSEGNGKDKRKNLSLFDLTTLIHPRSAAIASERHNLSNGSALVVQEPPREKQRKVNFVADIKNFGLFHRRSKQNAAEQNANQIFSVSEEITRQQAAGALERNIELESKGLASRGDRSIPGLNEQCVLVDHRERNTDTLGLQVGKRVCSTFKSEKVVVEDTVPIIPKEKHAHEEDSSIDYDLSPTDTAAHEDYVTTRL
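Material: HEK293 cells with stable TRPC4beta plus mu-opioid receptor expression / Probe or stimulus: DAMGO in two steps, submaximal then maximal / Compound: single concentration per test compound / Technique: kinetic Fluo4 fluorescence imaging of calcium influx / Read-out: per-well B score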
TRPC6 inhibitor: mouse TRPC6 channel inhibition | Q61143 | HEK293-TRPC6, membrane potential dye, ACh-evoked depolarization; hits give low values | B-score at 10 µM | 1.1% of 310,000 active | AID 2553;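 active means B-score under library mean minus 3 SD, initial fluorescence not abnormally high, positive integrated signal ratio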;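 further: B-score derived from integrated fluorescence ratio over the kinetic read; more negative B-score means stronger inhibition of depolarization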
Platelet DG rel: platelet dense granule release activity; AID 1663; inhibition, %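 (compounds screened at 7.5 µM in platelet-rich plasma)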; 0.22% of 300,000 active; human platelet-rich plasma, SFLLRN dense granule ATP release, luminescence;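 active means mean replicate score, as percent of positive control, at or above 50; inconclusive means mean below 50 but at least one replicate at or above 50; inactive means mean and every replicate below 50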
RGS4 pot: RGS4 potentiation or activation; HEK293 M3R/inducible RGS4, carbachol calcium flux Fluo4; hits give low values; B-score at 10 µM; 0.92% of 310,000 active; AID 463111;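 active means B-score of the integrated calcium signal more than 4 SD below the library mean, with starting fluorescence not abnormally high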;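 further: negative B-score means reduced calcium response which marks RGS4 activation or potentiation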
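Test system: HEK293 cells with stable M3R and inducible RGS4; also added: carbachol at ECmax as muscarinic agonist stimulus; schedule: dye loading 30 min 37 °C, buffer rest 30 min RT; technique: kinetic calcium fluorescence imaging with Fluo4-AM dye, 2 µM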
HIF activator: HIF pathway transcriptional activation; U2OS HRE-luciferase reporter, luminescence; normalized: DMSO 0%, desferrioxamine 100%; activation, % at 7.5 µM (by protocol); 0.32% of 300,000 active; AID 1910;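 active means mean activation of at least 10% of the iron chelator positive control signal, with at least half of replicates also reaching 10%; inconclusive means mean and replicate majority disagree about reaching 10%; inactive means mean and most replicates under 10%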
MrgX1 allo act: human MrgX1 positive allosteric modulation, primary screen; Q96LB2; MrgX1-HEK293, Fluo-4 calcium flux, FDSS; hits give high values; B-score at 10 µM; 0.63% of 310,000 active;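 active means plate-corrected calcium response at least 3 library SD above typical, normal starting fluorescence, not activating the receptor alone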;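 further: compound read alongside a low EC10 to EC30 dose of BAM8-22 agonist; peak minus trough fluorescence over baseline measured at the second addition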
SKKanGAS inh: inhibitors of SKKanGAS S. pyogenes growth in kanamycin (SK-promoter or general growth effect). BacTiter-Glo, 6 h. inhibition, % at 7.5 µM. 1.3% of 300,000 active;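 active means mean replicate score, as percent of positive control median, at least 50; inconclusive means mean below 50 but one replicate at or above 50; inactive means mean and every replicate below 50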;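 further: strain carries kanamycin resistance gene driven by streptokinase promoter and grows in 40 µg/ml kanamycin; loss of luminescence reflects streptokinase promoter inhibition or plain growth inhibition; 0% = median of DMSO wells and 100% = positive control at its reference dose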
MrgX1 antag: blocks BAM8-22 activation of human MrgX1 receptor; MRGX1-HEK293 calcium flux, Fluo-4, BAM8-22 antagonism; hits give low values; B-score at 10 µM; 1.3% of 310,000 active; AID 588676;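 active means calcium-response B-score plate-corrected more than 3 library SD below zero, starting fluorescence within 5 deviations, no agonist response on first addition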;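 further: peak minus trough fluorescence over baseline after final BAM8-22 challenge near maximal dose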
RGS4 block: human RGS4 inhibition. P49798. HEK293 M3R/RGS4 inducible, Fluo-4 calcium flux; hits give high values; triggered by carbachol at its EC20. 0.45% of 310,000 active. B-score at 10 µM. AID 463165;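 active means B-score, a plate-corrected calcium signal, over three deviations above library mean, with baseline fluorescence within five deviations of library mean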;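 further: RGS4 expression induced by doxycycline in cells with stable M3 receptor; B-score is computed from the integrated fluorescence ratio over baseline after carbachol; higher B-score means a larger calcium signal and so more RGS4 inhibition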
MrgX1 ag: agonists of human MrgX1 receptor | B-score at 10 µM | MrgX1-HEK293 cells, Fluo-4 calcium fluorescence, agonist mode; hits give high values | 0.44% of 310,000 active | Q96LB2;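 active means calcium response B-score plate-corrected fluorescence ratio at least 3 library SD, with starting fluorescence B-score inside 5 SD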
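Material – MrgX1-expressing HEK293 cells · Input – 15,000 cells seeded per well · Dosing – compound as first of three additions · Times – overnight seeding, then 1 h dark dye loading · Measured by – kinetic Fluo-4 NW fluorescence of intracellular calcium · Read-out – B-scored fluorescence response ratio · Benchmarks – positive and negative control wells on each plate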
An asterisk follows results filed as active; i = inactive; ? = inconclusive; / = no result given. Outcome played no part in choosing rows; any-hit rate near 6.1%.

mol,TRPC6 activator,TRPC4 block,TRPC6 inhibitor,Platelet DG rel,RGS4 pot,HIF activator,MrgX1 allo act,SKKanGAS inh,MrgX1 antag,RGS4 block,MrgX1 ag
C=CCOC(=O)C1=C(C)NC(=O)NC1c1cc2c(cc1Br)OCO2 (stereo not drawn),i,i,i,-14,i,-1.4,i,7,i,i,i
C[C@]12C[C@H](O)[C@@H]3c4ccc(O)cc4CCC3[C@@H]1CCC2=O (stereo partly drawn),i,i,i,3,i,-0.3,i,-2,i,i,i
O=C(Nc1ccc(F)cc1)Nc1ccccc1F,i,i,i,?,i,1.7,i,1,i,i,i
CCOC(=O)c1cn2nc(-c3ccc(OCC)cc3)cc2nc1C1CCN(C(=O)OC(C)(C)C)CC1,i,i,i,-2,i,-0.6,i,20,i,i,i
CC12COC3(C(=O)N4CCN(c5ccccn5)CC4)CC1CCC32C (stereo not drawn),i,i,i,-1,i,-0.8,i,-4,i,i,i
COc1ccc(/C(C)=N/NC(=O)CNC(=O)/C=C\c2ccco2)cc1,i,i,i,2,i,0.3,i,6,i,i,i
Cc1ccc(NC(=O)NNC(=O)c2cc3ccccc3cc2O)cc1C,i,i,i,-17,i,0.0,i,3,i,i,i
CCOc1ccccc1NC(=O)Cn1ncc2ccc([N+](=O)[O-])cc21,i,i,i,-6,i,1.2,i,12,i,i,i
O=C(CCc1ccccc1)Nc1ccncc1,i,i,i,8,i,0.1,i,-9,i,i,i
CCN(CC)S(=O)(=O)c1cccc(-c2nnc(SCc3nnc(-c4cccs4)o3)n2N)c1,i,i,i,3,i,0.2,i,-8,i,i,i
C/C(=C/C(=O)N1CCc2ccccc21)C(=O)O,i,i,i,1,i,0.5,i,1,i,i,i
CC(=O)Nc1ccc(NC(=S)Nc2ccc(F)cc2)cc1,i,i,i,3,i,0.0,i,3,i,i,i
CCOc1ccc(OCCSc2nc3ccccc3c(=O)[nH]2)cc1,i,i,i,9,i,-0.1,i,-9,i,i,i
OCCN(CCO)c1ncnc2c1sc1nc(N3CCOCC3)c3c(c12)CCCC3,i,i,i,-5,i,-0.3,i,27,i,i,i
CCCSC(=S)NC1CCS(=O)(=O)C1 (stereo not drawn),i,i,i,6,i,-0.1,i,0,i,i,i
Cc1ccc(Cl)c(OCC(=O)Nc2ccccc2C(=O)NC2CC2)c1,i,i,i,53*,i,-0.5,i,12,i,i,i
COCCNC(=O)Cn1ccc2cc(S(=O)(=O)N3CCCCC3)ccc21,i,i,i,-3,i,/,i,3,i,i,i
O=[N+]([O-])c1cc(S(=O)(=O)C(F)(F)F)ccc1Sc1nc2ccccc2[nH]1,i,i,i,-5,i,5.8,i,99*,i,i,i
O=C(Nc1ccccc1C(=O)N1CCCCCC1)c1ccccc1Cl,i,i,i,1,i,-0.1,i,-5,i,i,i
COC(=O)Cc1ccc(NC(=S)N2CCN(c3ccc(OC)cc3)CC2)cc1,i,i,i,6,i,0.1,i,-7,i,i,i
Cc1cc(C)c(NC(=O)c2cn3c4c(c(N5CCN(C)CC5)c(F)cc4c2=O)OCC3C)c(C)c1 (stereo not drawn),i,i,i,-37,i,0.0,i,5,i,i,i
C=CCn1c(SCC(=O)NCc2ccc3c(c2)OCO3)nnc1C1CCCCC1,i,i,i,4,i,-0.2,i,-1,i,i,i
CN(C)c1oc(-c2ccco2)nc1C#N,i,i,i,?,i,-0.1,i,-5,i,i,i
CC(=O)c1ccc(NC(=O)CSc2ccc(-c3ccc4c(c3)OCO4)nn2)cc1,i,i,i,-5,i,1.2,i,7,i,i,i
COc1ccc(C(=S)Nc2ccc(N(C)C)cc2)cc1,i,i,i,2,i,1.2,i,4,i,i,i
CCc1cccc(N(C(=O)c2csnn2)C(C(=O)NC(C)(C)C)c2ccncc2)c1 (stereo not drawn),i,i,i,-2,i,0.2,i,4,i,i,i
CN1CCN(c2cc3c(cc2F)c(=O)c(C(=O)O)cn3CCF)CC1,i,i,i,-7,i,-0.5,i,67*,i,i,i
CCOc1cc(/C=N/O)ccc1OCc1ccc(C)cc1,i,i,i,-52,i,-2.9,i,-15,i,i,i
CCCCCc1ccc(-c2ccc(/C=C/C(=O)O)cc2)nc1,i,i,i,16,i,-4.6,i,12,i,i,i
CCc1cccc(C)c1NC(=O)CNCc1ccccc1,i,i,i,-30,i,-0.3,i,-3,i,i,i
O=C(NCCCN1CCN(c2ccccc2)CC1)Nc1ccccc1C(F)(F)F,i,-6*,i,14,i,0.1,i,-2,i,i,i
CCC(C(=O)NC(CC(=O)O)c1ccc(Cl)cc1)c1ccccc1 (stereo not drawn),i,i,i,2,i,-20,i,-1,i,i,i
CC(C)CC(=O)OCC(=O)Nc1ccccc1Sc1ccccc1,i,i,i,-1,i,-0.2,i,24,i,i,i
Cc1cccc(C(=O)Nc2cccc(-c3ccc4nncn4n3)c2)c1,i,i,i,-5,i,0.1,i,-10,i,i,i
CCCn1c(NCc2ccc(C)o2)nc2ccccc21,i,-6*,i,-20,i,0.2,i,-12,i,i,i
COc1ccc(-c2coc3cc(O)cc(O)c3c2=O)cc1,i,i,i,3,i,2.8,i,-1,i,i,i
CN1CCNC(=O)C1CC(=O)NCCc1ccccc1F (stereo not drawn),i,i,i,0,i,-0.1,i,-1,i,i,i
CCOc1nc(N2CCCCC2)nc(-n2cc(-c3ccccc3)nn2)n1,i,i,i,-1,i,0.1,i,8,i,i,i
COc1c(F)c(F)c(-c2csc(N)n2)c(F)c1F,i,i,i,-15,i,-0.4,i,-8,i,i,i
O=C(NCCc1ccccn1)c1cccnc1Oc1ccc(Cl)cc1,i,i,i,/,i,/,i,-2,i,i,i
Cc1ccc(-c2nc(CS(=O)CC(=O)NCCCN3CC(C)CC(C)C3)c(C)o2)cc1 (stereo not drawn),i,i,i,?,i,-0.2,i,0,i,i,i
O=C(NCc1cccc2[nH]ccc12)C1CCC(=O)N(CCc2ccccc2)C1 (stereo not drawn),i,i,i,-1,i,-0.4,i,-8,i,i,i
Cc1[nH]n(-c2ccccc2)c(=O)c1N=Nc1c(Cl)cccc1Cl,i,i,i,5,i,0.5,i,1,i,i,i
CCc1nnc(NC(=O)CCC(=O)O)s1,i,i,i,6,i,0.0,i,-2,i,i,i
CN(C)S(=O)(=O)c1ccc(-c2cn3ccccc3n2)cc1,i,i,i,5,i,1.8,i,14,i,i,i
COC(=O)CN1C(=O)C(O)(CC(=O)c2ccc(Br)cc2)c2ccccc21 (stereo not drawn),i,i,i,10,i,/,i,-4,i,i,i
COc1ccc(-c2noc(CN(C(=O)c3ccc4c(c3)OCO4)C(C)C)n2)cc1OC,i,i,i,4,i,-0.5,i,17,i,i,i
COc1ccc(C(=O)NCCn2cc(SCC(=O)N3CCOCC3)c3ccccc32)cc1,i,i,i,0,i,-7.1,i,-3,i,i,i
CC(C)(CC(=O)OCC(=O)Nc1ccccc1F)CC1=NS(=O)(=O)c2ccccc2N1,i,i,i,0,i,-0.7,i,-4,i,i,i
CCn1c(-c2cc(Br)cc(OC)c2O)nc2cc(S(=O)(=O)N(C)C)ccc21,i,i,i,-2,i,-0.3,i,-1,i,i,i

Additional records follow.
mol,TRPC6 activator,TRPC4 block,TRPC6 inhibitor,Platelet DG rel,RGS4 pot,HIF activator,MrgX1 allo act,SKKanGAS inh,MrgX1 antag,RGS4 block,MrgX1 ag
Cn1c(=N)n(CC(=O)c2ccc(F)cc2)c2ccccc21,i,i,i,/,i,-2.9,i,-1,i,i,i
O=C(NCc1ccco1)C(C(=O)c1ccccc1)n1ccccc1=O (stereo not drawn),i,i,i,-1,i,-0.3,i,-2,i,i,i
CCCCc1nc2sc3c(=O)[nH]cnc3c2c2c1CCCC2,i,i,i,?,i,-0.1,i,-24,i,i,i
Cc1ccc(S(=O)(=O)CCC(=O)OCC(=O)Nc2cc(S(=O)(=O)N3CCOCC3)ccc2C)cc1,i,i,i,19,i,0.4,i,0,i,i,i
O=C(Oc1cc(=O)oc2ccccc12)c1cccnc1Cl,i,i,i,-1,i,0.1,i,12,i,i,i
CC(C)n1c(=O)[nH][nH]c1=S,i,i,i,-2,i,-0.2,i,7,i,i,i
CC(=O)N(C)c1ccc(NC(=O)c2ccco2)cc1,i,i,i,4,i,1.7,i,1,i,i,i
O=C(c1ccc(N2CCN(CCO)CC2)nc1)N1CCOCC1,i,i,i,3,i,0.0,i,-2,i,i,i
O=[N+]([O-])c1cccc(-c2nnc3ccc4ccccc4n23)c1,i,i,i,9,i,-0.1,i,4,i,i,i
O=C(O)COc1ccc2c(-c3ccccc3)cc(=O)oc2c1,i,i,i,7,i,0.2,i,1,i,i,i
O=C(Nc1cccnc1)c1ccc(COCC(F)(F)F)cc1,i,i,i,1,i,1.0,i,-10,i,i,i
CCN1Cc2c(/C=C/c3ccccc3)nc3ccc(OC)cc3c2N(c2cccc(Cl)c2)C1,i,i,i,3,i,-2.5,i,9,i,i,i
CCn1nc(C)c([N+](=O)[O-])c1C(=O)NNC(=O)c1ccccc1Cl,i,i,i,-4,i,-0.5,i,-2,i,i,i
COCc1nnc(NC(=O)c2ccc(S(=O)(=O)N3CCCC3)cc2)o1,i,i,i,-22,i,-0.6,i,0,i,i,i
CCOC(=O)N1CCN(Cc2ccccc2F)CC1,i,i,i,1,i,0.0,i,-1,i,i,i

Screening data from PubChem.
